luminol inh ctr – quenches luminol chemiluminescence in Nox1 counter-screen; HRP/luminol/H2O2 chemiluminescence counterscreen; AID 1823; 16,000 tested, 0.4% active; inhibition, % at 6.7 µM; further: reference of the scale not given here
NOTCH agonist – NOTCH pathway agonism | NOTCH signaling luciferase reporter cells, luminescence | 15,000 tested, 0.4% active | activation, % at 2.5 µM; in the data active means activation above about 2.2%
Nox1 inh – human Nox1 inhibition | Q9Y5S8 | inhibition, % at 6.7 µM | HT29 cells, luminol chemiluminescence ROS | 16,000 tested, 0.81% active
KOR antag MB – blocks the human kappa opioid receptor, Maybridge compounds; inhibition, % at 9 µM; OPRK1 cells, antagonist mode, fluorescence readout; P41145; 16,000 tested, 0.4% active; AID 652031; in the data active means inhibition above about 50%
PME-1 Maybr inh – inhibitors of human PME-1 in Maybridge library; Q9Y570; recombinant PME-1, FP-Rh probe fluorescence polarization; inhibition, % at 9 µM; 16,000 tested, 0.5% active; in the data active means inhibition above about 30%
Target sequence (Q9Y570 whole entry, looked up): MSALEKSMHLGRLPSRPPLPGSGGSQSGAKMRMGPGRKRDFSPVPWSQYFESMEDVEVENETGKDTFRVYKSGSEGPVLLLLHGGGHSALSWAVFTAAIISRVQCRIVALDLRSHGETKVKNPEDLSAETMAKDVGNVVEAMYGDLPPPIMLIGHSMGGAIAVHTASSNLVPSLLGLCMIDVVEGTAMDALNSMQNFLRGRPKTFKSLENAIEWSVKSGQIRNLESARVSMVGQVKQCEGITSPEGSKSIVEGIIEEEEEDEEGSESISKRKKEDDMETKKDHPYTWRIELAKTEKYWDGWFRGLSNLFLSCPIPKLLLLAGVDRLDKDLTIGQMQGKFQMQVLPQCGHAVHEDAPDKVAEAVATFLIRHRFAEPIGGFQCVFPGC
S1P1 agonist – activates the human S1P1 receptor | P21453 | S1P1 agonist cell-based reporter assay | activation, % at 4.5 µM | 16,000 tested, 1.5% active; in the data active means activation above about 80%
TLR4-MyD88 inh – inhibitors of human TLR4-MyD88 binding; 16,000 tested, 0.06% active; Cell-based TLR4-MyD88 binding inhibition assay; inhibition, % at 10 µM; O00206; in the data active means inhibition above about 45%
rat GALR2 agon – agonists of rat galanin receptor 2 (GALR2); O08726; cell-based GALR2 agonist screen; activation, % at 10 µM; 16,000 tested, 0.5% active; AID 833; in the data active means activation above about 15%
Target sequence (O08726 whole entry, looked up): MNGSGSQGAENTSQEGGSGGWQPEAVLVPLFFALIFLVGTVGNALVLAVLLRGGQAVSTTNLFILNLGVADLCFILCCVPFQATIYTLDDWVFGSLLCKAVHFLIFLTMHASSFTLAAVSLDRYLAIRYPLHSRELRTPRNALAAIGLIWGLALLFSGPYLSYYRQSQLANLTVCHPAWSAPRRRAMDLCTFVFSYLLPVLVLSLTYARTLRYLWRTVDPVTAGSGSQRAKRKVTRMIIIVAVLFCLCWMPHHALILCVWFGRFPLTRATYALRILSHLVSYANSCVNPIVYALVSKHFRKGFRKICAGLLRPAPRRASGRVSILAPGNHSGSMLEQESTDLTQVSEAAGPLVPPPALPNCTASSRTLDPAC
* = called active by the depositor; . = no result given. Unless noted, no stated cut-off is given here; in the data, active means inhibition above about 75%; inactive means the rest.

SMILES | luminol inh ctr | NOTCH agonist | Nox1 inh | KOR antag MB | PME-1 Maybr inh | S1P1 agonist | TLR4-MyD88 inh | rat GALR2 agon
O=C(c1ccccc1)c1cccnc1C(=O)O | -9 | . | 0 | 6 | 9 | 0 | 12 | -6
O=C(NCc1ccc2c(c1)OCO2)c1sccc1Br | 2 | -0.6 | -36 | -15 | 0 | 14 | 3 | -2
N#Cc1c(-c2ccco2)c2c([nH]c1=O)-c1ccccc1OC2 | 4 | 0.3 | -19 | -3 | -10 | 4 | 2 | -1
Cc1ccccc1C(=O)NC(Nn1cnnc1)(C(F)(F)F)C(F)(F)F | 1 | -0.5 | -4 | 6 | 0 | -6 | -1 | -4
O=C1CC(c2ccccc2)(c2ccccc2)c2ccccc21 | -1 | -0.1 | -31 | 2 | 4 | -4 | -1 | -13
Cc1nccc(-c2cccc(NS(=O)(=O)c3ccccc3C(F)(F)F)c2)n1 | 2 | -0.5 | -32 | -1 | 10 | 4 | 11 | -6
CC(C)S(=O)(=O)/C(C#N)=C/Nc1cccnc1 | 1 | -0.5 | -70 | 26 | 3 | -10 | -3 | -3
O=C1Nc2ccccc2/C1=C/c1ccc2c(c1)CCO2 | 5 | -0.1 | -19 | 17 | 4 | 28 | -2 | -1
NC(=O)CCOC1CCN(C(c2ccccc2)c2ccccc2)CC1 | -3 | -0.1 | 10 | 15 | 1 | -5 | -6 | -5
C#CC1(NS(=O)(=O)c2ccc(C(=O)OCC)cc2)CCCCC1 | 3 | -0.3 | 3 | 8 | 12 | -14 | 6 | -2
CC(C)OC(=O)c1cccc2c1C(=O)c1ccccc1-2 | -2 | -0.4 | -32 | -34 | 4 | -27 | 4 | -8
O=C(CNc1ccc(F)cc1F)Nc1cc(C(F)(F)F)cc(C(F)(F)F)c1 | -1 | -0.1 | 2 | 6 | -11 | 20 | 5 | -8
CCOC(=O)c1cc(CO)cc(C(=O)OCC)c1 | -1 | -0.6 | -53 | 8 | -1 | -16 | -5 | -7
O=C(ON/C=N/c1ncc(-c2ccc(Br)s2)s1)c1ccc([N+](=O)[O-])cc1 | 3 | -0.5 | -12 | 18 | 6 | -11 | -5 | -4
OC1(C(F)(F)F)CC(c2ccc3c(c2)Nc2ccccc2S3)=NN1 (stereo unspecified) | 4 | 0.5 | -44 | 7 | 9 | -11 | 3 | -11
CC(=O)NC(Cc1c[nH]c2ccccc12)C(=O)O (stereo unspecified) | -1 | 0.2 | -15 | 8 | 3 | -3 | 12 | -6
CCOC(=O)NC(=S)N(C)C | -2 | -0.8 | 8 | 11 | 1 | -1 | -6 | -8
COc1ccc(C2NCC(c3ccc([N+](=O)[O-])cc3)O2)cc1 (stereo unspecified) | 3 | -0.3 | -45 | -23 | -1 | 7 | 0 | -4
Cc1cc(N=Nc2ccc(Cl)cc2)cc(CN2CCOCC2)c1O | -10 | -0.6 | -52 | 22 | 4 | 95* | 6 | -2
Cc1ccc(-n2[nH]c(C)cc2=O)cc1 | 2 | 0.0 | -47 | -1 | 1 | -10 | -1 | -8
CCOC(=O)CNC(=O)CSc1nc2ccccc2c(=O)[nH]1 | 4 | -0.6 | -11 | -8 | -5 | 6 | -2 | -10
CC(C)(C)NC(=O)Nc1ccccc1SCCC#N | -1 | 1.1 | -42 | 6 | 5 | -7 | 0 | -3
N#Cc1ccc(N2CCS(=NC(=O)Nc3ccc(Cl)cc3)CC2)c([N+](=O)[O-])c1 | 2 | -0.8 | -81 | 13 | -2 | 16 | 15 | -4
Cc1[nH]oc(=O)c1C=Nc1ccccc1 | -6 | -0.2 | -4 | -21 | 1 | 0 | 2 | -6
Nc1ncc(Br)cc1[N+](=O)[O-] | -5 | -6.2 | 30 | 17 | 6 | 20 | 11 | -3
CCCc1c(SC(=O)N(C)C)ccc2c(C)cc(=O)oc12 | -1 | 0.9 | -37 | -12 | -1 | 10 | 4 | -10
COC(=O)c1ccccc1NC1=NCCS1 | -6 | . | -32 | 19 | 8 | -11 | -9 | -10
c1ccc(-c2nc(-c3ccc(-c4ccon4)s3)no2)cc1 | -1 | 0.3 | 8 | 2 | -21 | 87* | -5 | -3
FC(F)(F)c1ccc(-c2nnc(-c3ccc4c(c3)OCO4)o2)cc1 | -2 | -0.3 | -51 | 11 | -2 | -5 | 7 | -6
CC(C)(C)/C=N/N/C=C(\C#N)S(=O)(=O)C(C)(C)C | 4 | -0.5 | -33 | -1 | 1 | 10 | -3 | -9
Cc1c(/C=N/NC(=O)NCc2ccccc2)sc2ccccc12 | 2 | -0.5 | -13 | -20 | -1 | -24 | -1 | -2
Cc1c(C)c(C)c(CSCC(=O)N/N=C/c2ccncc2)c(C)c1C | 0 | -1.0 | 8 | 3 | 1 | 10 | 3 | -7
CC1CC(N2CNC(=S)NC2)CC(C)(C)C1 (stereo unspecified) | 0 | 0.2 | 7 | 6 | 1 | -3 | 5 | 0
CSc1nnc(SC)n1CCNS(=O)(=O)c1cccc(Cl)c1 | -1 | -0.2 | -33 | -4 | 4 | -6 | -4 | -5
CCOC(=O)c1cnn(-c2ccccc2)c1NC(=O)Nc1cccc(Cl)c1 | -7 | -4.9 | 1 | -2 | 3 | -7 | 2 | -7
O=C(c1ccc(Cl)cc1)N(Cc1ccccc1)Cc1cccnc1 | -1 | -0.4 | -19 | -22 | 1 | 17 | 4 | -6
O=C(NCc1ccccn1)c1cccnc1SCCS(=O)(=O)c1cccc(C(F)(F)F)c1 | 3 | -0.5 | -45 | 21 | -7 | 117* | 11 | 3
COc1ccc(-c2cc(C(F)(F)F)n3nc(C4CC4)cc3n2)cc1 | -3 | -0.8 | -3 | 20 | 1 | 85* | -5 | -6
CCCCc1ccc(NC=C(C(=O)OCC)C(=O)OCC)c(C)c1 | 3 | 0.2 | -9 | -11 | -5 | 13 | -5 | -4
CC(C)(C)OC(=O)NC1CCN(S(=O)(=O)c2ccc(Cl)cc2)CC1 | 5 | -0.5 | -73 | 28 | -2 | -4 | 10 | -2
CC(=O)c1ccc(Cl)c(NC(=O)Nc2ccc(Cl)cc2)c1 | 0 | -1.3 | -8 | -3 | -37 | 14 | 3 | -5
O=C(O)CNC(=O)c1cc(C(F)(F)F)cc(C(F)(F)F)c1 | 4 | 0.3 | -30 | 8 | -2 | 6 | 3 | -1
O=C1NC2(CCCCC2)NC2=C1CCCC2 | -2 | -0.3 | -69 | 6 | 2 | 1 | 14 | -5
C#CCSc1n[nH]c(=O)n1-c1ccc(OCc2ccccc2)cc1 | -2 | 0.5 | -15 | 22 | -5 | 13 | -4 | -5
CS(=O)(=O)NNc1c(Cl)cc(Cl)cc1Cl | 19 | 0.0 | -118 | 2 | -1 | 63 | 6 | -8
Cn1nccc1NC(=O)CCC(=O)O | -1 | -0.3 | -9 | 2 | -2 | 6 | -9 | -6
CC(C)NC(=O)CSc1nnc(CSc2cc(C(F)(F)F)nc3ccccc23)n1C | -6 | 0.1 | -19 | -5 | 4 | -31 | 3 | -3
CC(C)=NNC(=S)Nc1ccc(Cl)cc1 | 17 | 0.2 | -30 | 5 | 2 | -2 | 18 | -1
Cc1nnsc1C(=O)Oc1cccnc1 | 8 | 0.1 | -48 | -5 | -2 | -5 | -2 | -2
CCOC(=O)c1c(N(C)C)ccc(C2C=CNC(=O)N2)c1C (stereo unspecified) | -9 | 0.4 | 8 | 17 | 8 | -5 | -6 | -3

4 entries out of the list above, sorted by the number in NOTCH agonist, descending.
SMILES | NOTCH agonist | Nox1 inh | KOR antag MB | PME-1 Maybr inh | S1P1 agonist | TLR4-MyD88 inh | rat GALR2 agon
CCOC(=O)c1c(N(C)C)ccc(C2C=CNC(=O)N2)c1C (stereo unspecified) | 0.4 | 8 | 17 | 8 | -5 | -6 | -3
O=C(O)CNC(=O)c1cc(C(F)(F)F)cc(C(F)(F)F)c1 | 0.3 | -30 | 8 | -2 | 6 | 3 | -1
Cc1nnsc1C(=O)Oc1cccnc1 | 0.1 | -48 | -5 | -2 | -5 | -2 | -2
CS(=O)(=O)NNc1c(Cl)cc(Cl)cc1Cl | 0.0 | -118 | 2 | -1 | 63 | 6 | -8

The results go on:
SMILES | luminol inh ctr | NOTCH agonist | Nox1 inh | KOR antag MB | PME-1 Maybr inh | S1P1 agonist | TLR4-MyD88 inh | rat GALR2 agon
CN(C)/C=C/C(=O)c1ccco1 | 0 | -0.8 | -22 | 10 | -4 | -8 | 3 | -3
COC(=O)c1cc(S(=O)(=O)Nc2nn(C)c3cccc(F)c23)oc1C | -9 | -5.5 | 12 | 7 | 6 | -12 | -3 | -5
CC(C(c1cccs1)c1c(N)n(C)c(=O)n(C)c1=O)[N+](=O)[O-] (stereo unspecified) | -1 | 0.1 | -38 | -10 | 0 | -20 | 5 | -2
Cc1noc(C)c1S(=O)(=O)Oc1ccccc1N1CCOCC1 | -3 | -0.4 | -8 | 6 | 1 | -1 | -4 | -3
CCOC(=O)CN(C)S(=O)(=O)c1ccsc1C(=O)OC | -1 | 0.0 | -47 | 11 | 1 | -10 | 6 | -5
CCOC(=O)CNC(=O)CC(C)(C)C | -1 | -0.5 | -33 | 16 | -5 | -16 | -1 | -3
O=S(=O)(c1ccc(-c2ccc(S(=O)(=O)N3CCOCC3)s2)s1)N1CCOCC1 | 5 | 0.3 | -49 | 0 | -2 | -4 | 7 | -3
CSC(=NCc1sccc1COc1ccc(Cl)cc1)NC#N | 1 | -0.6 | -48 | -1 | -4 | 18 | -8 | -4
CSc1sccc1/C=N/O | -7 | 0.1 | 13 | -12 | 13 | -6 | -15 | -2
NS(=O)(=O)c1ccc(CNS(=O)(=O)c2cccc3nsnc23)cc1 | -5 | 0.8 | 5 | 4 | 5 | -2 | 3 | -5
N#CCOc1nc(-c2ccccc2)cc(-c2ccco2)c1C#N | 2 | -0.7 | -45 | -22 | -4 | -50 | 0 | 22*
CC(C)(C)c1cc2nc(N)nc(N)n2n1 | 2 | -0.2 | -39 | -6 | 0 | -4 | -1 | -6
N#C/C(=C\c1cccs1)c1ccc(NC(=O)c2ccc(Cl)cc2)cc1 | -7 | 0.1 | 22 | 4 | -18 | 10 | -4 | -7
COc1ccc(/C=C2\N=C(c3ccccc3)OC2=O)cc1 | -6 | 0.6 | -1 | 11 | -5 | 4 | -6 | -6
CC(=O)OC[C@H]1OC=C[C@@H](OC(C)=O)[C@@H]1OC(C)=O | -1 | 0.1 | -22 | 7 | -2 | -16 | 5 | 0
OCCN1CCN(c2cc(C(F)(F)F)nc3ccccc23)CC1 | 0 | -0.5 | -1 | -14 | 1 | -15 | -1 | -9
Cc1nc2c(F)c(F)c(F)c(F)c2[nH]1 | -13 | -0.8 | 19 | -10 | 1 | 21 | 10 | -5
CC(C)(C)C(=O)NNc1ncnc2sccc12 | 11 | -0.1 | 7 | 16 | 1 | 0 | 3 | -5
O=C(O)C1CCN(C(=O)c2ccc3c(c2)OCO3)CC1 | -1 | 0.3 | -34 | -24 | 3 | 10 | -1 | -7
Cc1cc(C)nc(NS(=O)(=O)c2ccc(NC(=O)c3nccnc3C(=O)O)cc2)n1 | -1 | -0.3 | -44 | -9 | -4 | 4 | 0 | -7
CC(C)S(=O)(=O)c1c(SCC#N)sc(C#N)c1N | 3 | -0.8 | -12 | 2 | -2 | -25 | 4 | -1
Clc1ccc(Oc2ncnc3sc4c(c23)CCCC4)cc1 | 1 | 0.1 | -23 | 12 | -2 | -9 | 1 | -8
CC(C)n1c(Sc2ncc([N+](=O)[O-])s2)nc2cc(C(F)(F)F)ccc21 | -1 | -0.4 | -34 | -11 | 3 | -27 | -2 | 2
Cc1sc(/N=C/N(C)C)c(C(=O)c2ccc(Cl)cc2)c1C | 6 | -0.3 | -20 | -29 | 1 | 7 | . | -9
Cc1sc2c(c1C)C(=O)/C(=C\Nc1ccccc1Cl)S(=O)(=O)N2C | -5 | 0.0 | 12 | 37 | 4 | 23 | 5 | 0
Oc1ccccc1C=Nc1ccc(F)cc1 | 1 | -0.1 | -24 | 11 | -5 | 25 | 8 | -4
COC(=O)c1[nH]c2cscc2c(=O)c1C(=O)OC | -2 | -0.5 | -19 | 5 | 0 | -6 | 2 | -7
CC(=O)c1sc(-c2ccc(-c3cccs3)s2)nc1C | 1 | -0.2 | -13 | 12 | 4 | 48 | -9 | 4

Some of the entries above in another layout.
CC(C)n1c(Sc2ncc([N+](=O)[O-])s2)nc2cc(C(F)(F)F)ccc21
  luminol inh ctr = -1
  NOTCH agonist = -0.4
  Nox1 inh = -34
  KOR antag MB = -11
  PME-1 Maybr inh = 3
  S1P1 agonist = -27
  TLR4-MyD88 inh = -2
  rat GALR2 agon = 2

Cc1sc(/N=C/N(C)C)c(C(=O)c2ccc(Cl)cc2)c1C
  luminol inh ctr = 6
  NOTCH agonist = -0.3
  Nox1 inh = -20
  KOR antag MB = -29
  PME-1 Maybr inh = 1
  S1P1 agonist = 7
  TLR4-MyD88 inh = .
  rat GALR2 agon = -9

Cc1sc2c(c1C)C(=O)/C(=C\Nc1ccccc1Cl)S(=O)(=O)N2C
  luminol inh ctr = -5
  NOTCH agonist = 0.0
  Nox1 inh = 12
  KOR antag MB = 37
  PME-1 Maybr inh = 4
  S1P1 agonist = 23
  TLR4-MyD88 inh = 5
  rat GALR2 agon = 0

Oc1ccccc1C=Nc1ccc(F)cc1
  luminol inh ctr = 1
  NOTCH agonist = -0.1
  Nox1 inh = -24
  KOR antag MB = 11
  PME-1 Maybr inh = -5
  S1P1 agonist = 25
  TLR4-MyD88 inh = 8
  rat GALR2 agon = -4

Compound activity (PubChem)
